# Screens: PubChem, Broad Institute
# Cneo AK release: Cryptococcus neoformans cell lysis inducers, primary screen, AK release luminescence, single concentration; C. neoformans lysis, adenylate kinase release luminescence, 4 h; normalised: neutral wells 0, clomiphene wells 100; lysis activity, % at 15 µM; 360,000 compounds, 0.2% hits; AID 651654, 2012;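 active = mean lysis activity across replicates of at least 80%, whatever share of replicates individually reach that level; inactive = mean lysis activity below 80%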
#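 Assay system: log-phase C. neoformans yeast / Quantity: yeast cell density of 5 × 10^6 cells/mL / Medium: fresh YPD growth medium / Compound: single dose / Timing: static 4 h at 37 °C with compound, 1 h detection / Measured by: adenylate kinase release luminescence / Read-out: lysis from increased AK signal / Benchmarks: Clomiphene as positive lysis control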
# PAX8 reporter: inhibitors of PAX8-driven TPO luciferase reporter, primary screen, RMG-I cells, single concentration; SteadyGlo, 24 h; inhibition, % at 12.6 µM; 360,000 compounds, 1.2% hits; AID 652154, 2013;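 active = mean replicate inhibition at least 60% with every replicate also reaching 60%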;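 also: luciferase light reporting Pax8 driven TPO promoter activity; plate controls were median of neutral control wells for no effect and mitoxantrone controls for full effect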
# FN deposit inh: inhibitors of fibronectin matrix deposition, primary screen, AH1F cells, Alexa488-fibronectin fluorescence, plate reader. AH1F fibroblasts, overnight. inhibition, % at 12.6 µM. 350,000 compounds, 0.086% hits. AID 743247, 2014;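 active = mean inhibition across replicates of 30% or more, regardless of how many single replicates reach that level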;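 also: positive control wells lacked labelled fibronectin entirely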
#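 test system = AH1F fibroblasts assembling fluorescent fibronectin matrix | quantity = 10000 AH1F cells per well | buffer or medium = DMEM plus 2% serum, read in PBS | doses = single dose, pinned | incubation = 1 h cell attachment, overnight exposure to compound and label | detection = fluorescence at 485 nm excitation, 525 nm emission | read-out basis = inhibition from reduced deposited-fibronectin fluorescence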
# PGC1a acetyl inh: inhibitors of PGC1a acetylation signal, primary screen, cell-based, U2OS, AlphaScreen, inhibitor mode | AlphaScreen anti-acetyl-lysine; with virally co-expressed GCN5 acetyltransferase | inhibition, % at 15.6 µM | 350,000 compounds, 0.17% hits;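 active = every replicate shows inhibition of at least 40%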;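 also: 0% = neutral control wells and 100% = positive control wells; some results beyond the cut were filed as inactive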
# CASP6 VEID inh: human caspase-6 inhibitors, primary screen, biochemical, VEID-R110 fluorescence, single point, set 2 | P55212 | purified caspase-6, Z-VEID-R110 cleavage fluorescence | inhibition, % at 12.5 µM | 350,000 compounds, 0.53% hits;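 active = mean inhibition across replicates at least about 35%, with every replicate also reaching that limit, limit read from the data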;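 also: 0% = median of neutral control wells and 100% = no fluorescence left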
# Target sequence (P55212 24-179 limits assumed): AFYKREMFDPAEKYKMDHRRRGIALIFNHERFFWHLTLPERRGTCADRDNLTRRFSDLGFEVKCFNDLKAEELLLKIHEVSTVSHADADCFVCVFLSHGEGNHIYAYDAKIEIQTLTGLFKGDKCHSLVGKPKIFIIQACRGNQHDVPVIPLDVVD
# Target sequence (P55212 194-293 limits assumed): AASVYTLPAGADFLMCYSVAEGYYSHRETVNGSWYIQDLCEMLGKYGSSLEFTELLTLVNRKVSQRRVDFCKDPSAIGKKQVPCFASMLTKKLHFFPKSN
# miR122 inh: miR-122 Renilla sensor signal increase in Huh7, primary screen, miR-122 inhibitor project, cell-based, single point, plate reader; Huh7 miR-122 Renilla luciferase sensor, 48 h; neutral wells = 0, positive control = 100; activation (reporter increase), % at 12.5 µM; 340,000 compounds, 0.3% hits; AID 602342, 2012;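 active = mean replicate activation score at least 90 and every replicate individually at or above 90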;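 also: higher luciferase means less miR-122 activity so hits act as miR-122 inhibitors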
# EWS-Fli block: EWS/Fli-driven NR0B1 reporter inhibitors, primary screen, A673 cells, NR0B1 luciferase, luminescence, MLPCN library | viability-normalised | inhibition, % at 12.6 µM | 350,000 compounds, 0.67% hits | AID 651661, 2012;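 active = mean inhibition of at least 50% after viability correction, with every replicate also passing that limit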;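 also: firefly luciferase signal divided by Alamar Blue viability fluorescence both relative to DMSO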
# LGR2 inh: inhibitors of bursicon-induced LGR2 CRE-luciferase signal, primary screen, cell-based, HEK293, CRE-luciferase reporter, bursicon stimulation | Drosophila bursicon receptor LGR2 (rickets) | bursicon-stimulated, 4 h | inhibition, % at 9.99 µM | 380,000 compounds, 0.35% hits;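 active = drop in luminescence signal, shown as inhibition above about 50% in the replicate tests, limit read from the data, passing the limit was not always enough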;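 also: agonist challenge used bursicon conditioned medium at about half maximal strength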
# * hit, by the source's call; x = no result given; [ ] = remark or other dose. Only part of the results is shown; rates above refer to the full screens.
SMILES,Cneo AK release,PAX8 reporter,FN deposit inh,PGC1a acetyl inh,CASP6 VEID inh,miR122 inh,EWS-Fli block,LGR2 inh
CCCC12CN3CN(C1)CC(CCC)(C3)C2O (configuration not stated),5.0,x,x,2.3,x,-4.5,x,-8.0
N#CC(C#N)=Cc1ccc(N2CCCC2)cc1,-0.3,8.0,-1.6,x,-0.9,-5.5,-5.9,-14.9
O=C1NC(=O)C2(Cc3ccccc3N3CCOCC32)C(=O)N1c1ccccc1 (configuration not stated),-1.6,x,x,-1.6,0.3,5.6,11.7,-12.6
CCCCn1c(O)c(C(CC)=NCc2cccnc2)c(=O)[nH]c1=O,9.8,x,10.5,-2.7,x,-2.6,x,-4.9
Oc1ccccc1-[n+]1c(-c2ccccc2)cc(-c2ccccc2)cc1-c1ccccc1,0.7,77.8*,-5.3,2.2,-2.1,17.5,20.9,2.4
C/C=C/c1ccc([C@H]2[C@@H](CO)N3CCCCN(C(=O)Cc4ccncc4)C[C@@H]23)cc1,-2.1,6.0,x,-1.2,-2.0,-2.8[16.7 µM],2.5,4.1
C[n+]1ccc(-c2ccncc2)cc1,1.7,x,x,6.1,-9.4,-1.9,6.9,-5.4
COc1ccc(CCn2c(O)c(C=NCc3cccnc3)c(=O)[nH]c2=O)cc1OC,0.3,9.4,0.9,-4.3,x,3.9,x,x
COc1ccc(/C=C2/C(=O)NC(=S)N(C3CC3)C2=O)cc1CN1C(=O)c2ccccc2C1=O,2.6,-30.7,-1.4,3.3,4.7,2.6,7.0,21.3
O=P(Nc1ccccc1)(Oc1ccccc1)Oc1ccccc1,-1.6,14.7,6.2,-0.9,1.6,29.8,-0.6,23.0
COC(=O)C1=C(c2ccc(OCc3ccccc3)cc2)C[C@@H]2CC[C@H]1N2C(=O)NCc1cccc(F)c1,2.5,5.3,8.1,-39.8,0.7,0.7,9.3,6.5
CCCCCCCCCCCCCCCC[N+](C)(C)C,-2.6,92.9*,-2.6,-8.4,-136.9,-5.4,57.0*,38.5
COc1ccc(C(=O)CC2(CC(=O)c3ccc(OC)cc3)C(=O)N(C)C(=O)N(C)C2=O)cc1,-1.0,-4.6,0.5,5.1,x,-4.9,x,x
CCOC(=O)c1c(N)n(CCN2CCCCC2)c2nc3ccccc3nc12,-1.3,x,x,-6.5,-7.0,x,x,-9.8
O=C(Nc1cccc2ccccc12)N1Cc2ccccc2-n2nncc2C1,-1.3,10.6,-1.7,-1.7,-0.3,2.2,12.6,8.2
COC(=O)CC(NC(=S)N1CC2C[C@@H](C1)Cn1c2cccc1=O)C(=O)OC (some centres not stated),x,-0.1,5.4,x,2.8,x,0.7,-3.2
CCCCn1c(O)c(/C=C/C=Nc2ccccc2)c(=O)[nH]c1=O,-0.5,10.7,1.5,-2.6,x,2.9,x,-7.5
COC(=O)C1=C(c2cccc(C#N)c2)C[C@@H]2CC[C@H]1N2C(=O)NCc1ccc(F)cc1,0.2,-23.2,-1.3,-3.1,-1.4,4.1,7.4,-5.2
Fc1ccc(C2=CCN(C(c3ccc(Cl)cc3)c3nnnn3Cc3ccccc3)CC2)cc1 (configuration not stated),x,9.0,x,x,-1.6,x,6.6,8.7
O=C1OC(c2ccc(Cl)cc2)=N/C1=C\N1CC2CC(C1)c1cccc(=O)n1C2 (configuration not stated),x,36.0,-3.0,x,1.6,2.7,6.7,15.2
O=C(O)[C@@H]1C[C@H]1[C@@H](NP(=O)(c1ccccc1)c1ccccc1)c1ccccc1,5.0,-7.9,3.3,x,-1.5,x,3.2,-10.8
O=C(Nc1cc(Cl)cc(Cl)c1)N1Cc2ccccc2-n2nncc2C1,-1.0,19.0,7.0,-10.6,-0.6,5.9,4.7,-4.7
O=C(C1CCC(=O)N1C1CCCCC1)N1CCC2(CC1)OCCO2 (configuration not stated),1.1,x,x,-1.5,-0.6,0.7,x,-0.8
Cc1oc(-c2ccccc2)nc1CN1C(=O)CN=C(c2ccccc2)c2ccccc21,-5.5,15.2,-2.5,-21.6,2.0,-4.4,0.6,17.2
Cc1ccc(S(=O)(=O)N2Cc3cc(N4CCOCC4)ccc3-n3nncc3C2)cc1,-0.2,2.3,x,-3.5,4.0,-1.9,4.8,6.1

# The list continues:
SMILES,Cneo AK release,PAX8 reporter,FN deposit inh,PGC1a acetyl inh,CASP6 VEID inh,miR122 inh,EWS-Fli block,LGR2 inh
COc1cccc(CNCCc2ccc(F)cc2)c1,-0.3,17.9,-8.6,-4.4,-4.2,5.6,9.5,-2.9
O=[N+]([O-])c1ccc(N2CCOCC2)c2ccncc12,x,5.8,6.8,3.6,2.7,x,8.1,21.2
COC(=O)[C@@H]1C(OC(=O)c2ccccc2)CC2CCC1N2C (some centres not stated),0.8,x,x,-24.9,9.5,-1.7,1.9,-4.3
CCOC(=O)[C@]12Cc3cc(C)ccc3[C@H]1N(CCC(=O)OC)C(=O)c1cc(OC)ccc12,x,4.8,4.1,x,11.8,x,11.2,31.5
O=c1[nH]c(=O)n(-c2cccc(F)c2)c(O)c1/C=C1\C=Nc2ccccc21,2.1,1.3,7.5,x,x,x,7.3,29.2
FC(F)(F)c1ccccc1NC1=NCCCS1,0.7,-30.1,0.0,-9.4,-2.5,0.0,-3.0,18.2
O=C(Cc1ccncc1)N1CCCCN2[C@H](CO)[C@@H](c3ccc(C#Cc4ccccc4F)cc3)[C@H]2C1,1.8,-3.7,1.0,3.9,2.4,32.8[16.7 µM],-13.3,16.5
O=C(NCCN1CCC2(CC1)C(=O)NCN2c1ccccc1)c1ccc2ccccc2c1,x,-9.3,16.3,x,-2.7,x,15.7,-3.9
O=C1OC(c2ccc(Br)cc2)=N/C1=C\N1CC2CC(C1)c1cccc(=O)n1C2 (configuration not stated),-0.5,21.1,6.0,24.0,6.0,0.3,3.9,19.3
O=C1NCN(c2ccccc2)C12CCN(C(CCc1ccccc1)c1nnnn1Cc1ccccc1)CC2 (configuration not stated),-11.8,5.0,9.3,-9.4,-1.3,9.7,-0.7,46.0
O=c1ccc2c(O)c3ccoc3cc2o1,-0.6,x,x,9.1,1.0,-7.5,2.2,-15.6
CCCC(=O)c1cc(CP(=O)(OCC)OCC)oc1C,-0.4,-0.8,3.3,4.7,-2.0,-1.5,-0.7,6.6
COC(=O)C1=C(c2ccc(Cl)c(C(F)(F)F)c2)C[C@@H]2CC[C@H]1N2C(=O)N1CCOCC1,-1.9,-1.6,-3.4,4.3,2.0,0.7,8.7,21.8
Cc1cc(C)c(C)c(C(O)(C(=O)O)c2ccccc2)c1 (configuration not stated),x,-4.7,-3.2,x,-1.6,x,-3.0,4.8
CC(=O)O[C@H]1CCC2C3CCC4=CC(=O)CCC4=C3C=C[C@@]21C (some centres not stated),4.3,8.4,4.6,4.0,5.9,-4.0,2.6,-26.1
CCOc1ccc(N2C(=O)/C(=C/c3ccc(C)o3)C(=O)NC2=S)cc1,0.6,-5.0,-2.7,x,22.3,x,9.6,0.7
CCN1CCN(c2cn[nH]c(=O)c2Cl)CC1,x,4.9,-6.7,2.0,-4.8,x,-1.0,32.7
CN(C)C(=O)Oc1ccc(OCc2cccc[n+]2C)cc1,x,-12.3,-2.1,x,-3.2,x,-2.6,11.2
COC(=O)C1=C(c2ccc(-c3ccccc3)c(F)c2)C[C@@H]2CC[C@H]1N2C(=O)NC1CC1,-2.4,-1.2,-0.3,-8.0,-7.3,1.2,2.1,3.2
O=C1NC(=O)C(=Cc2ccsc2)C(=O)N1,-2.1,5.9,2.1,-0.8,3.5,-3.9,-11.4,-8.3
Fc1ccc(NC(=S)N2Cc3ccccc3-n3nncc3C2)cc1,x,7.4,8.3,-4.9,-1.3,2.8,-3.0,0.1
CC(C)(C)n1cc(C(=O)c2ccccc2OCCCF)cn1,-0.5,27.1,2.8,-4.9,-2.8,-1.0,-0.5,-9.4
Cc1ccc2c(c1)C1C[N+](C)(CC(=O)c3ccc(Cl)cc3Cl)CCC1N2C(=O)c1ccc(F)cc1 (configuration not stated),1.6,-22.9,-9.1,-5.4,-5.5,x,-24.6,-37.0
COC(=O)C1=C(c2ccc(OCc3ccccc3)cc2)C[C@@H]2CC[C@H]1N2C(=O)NCCCCc1ccccc1,0.0,61.7*,0.4,6.4,-3.7,-11.9,11.4,9.4
CC1(C)C(c2ccccc2)=NC(c2cccnc2)N1O (configuration not stated),0.9,23.1,4.7,-15.9,x,0.2,x,x

# Given tab-delimited: entries from further up.
compound	Cneo AK release	PAX8 reporter	FN deposit inh	PGC1a acetyl inh	CASP6 VEID inh	miR122 inh	EWS-Fli block	LGR2 inh
Cc1ccc2c(c1)C1C[N+](C)(CC(=O)c3ccc(Cl)cc3Cl)CCC1N2C(=O)c1ccc(F)cc1 (configuration not stated)	1.6	-22.9	-9.1	-5.4	-5.5	x	-24.6	-37.0
COC(=O)C1=C(c2ccc(OCc3ccccc3)cc2)C[C@@H]2CC[C@H]1N2C(=O)NCCCCc1ccccc1	0.0	61.7*	0.4	6.4	-3.7	-11.9	11.4	9.4
CC1(C)C(c2ccccc2)=NC(c2cccnc2)N1O (configuration not stated)	0.9	23.1	4.7	-15.9	x	0.2	x	x

# Carrying on:
SMILES,Cneo AK release,PAX8 reporter,FN deposit inh,PGC1a acetyl inh,CASP6 VEID inh,miR122 inh,EWS-Fli block,LGR2 inh
CC(C)(C)N1Cc2ccccc2C1=N,-1.0,24.2,x,-14.2,x,-0.2,x,x
O=C1NC(=O)C(=Cc2ccc3ccccc3c2)C(=O)N1,-0.2,11.6,2.4,x,0.3,x,-10.6,9.7
O=c1[nH]c(=O)n(Cc2ccco2)c(O)c1C=NC1CCN(Cc2ccccc2)CC1,-0.1,-1.3,2.5,9.4,-2.7,-2.0,9.5,6.2
O=C(CNC(=O)OCc1ccccc1)Nc1ccc(Br)cc1C(=O)c1ccccc1,5.0,x,-10.2,5.7,x,40.0,x,x
COC(=O)[C@H]1[C@H](CO)[C@H]2Cn3c(ccc(-c4ccccc4F)c3=O)[C@@H]1N2Cc1ccccc1,-0.7,6.0,x,x,0.7,-6.6[16.7 µM],-12.1,3.4
COc1ccccc1CC1/C(=N/O)C2CCN1CC2 (configuration not stated),1.2,x,x,-9.6,0.3,-4.4,5.8,-11.2
CCCC(=O)NC(Oc1ccccc1Cl)C(Cl)(Cl)Cl (configuration not stated),x,x,x,2.3,-0.4,x,6.2,-2.5
Cc1c(C(=O)N2CCC3(CC2)OCCO3)sc2ncnc(N3CCN(c4ccccn4)CC3)c12,-1.0,x,1.2,-1.0,x,-0.7,x,x
Cc1cc(/C=C2\C(=O)NC(=O)N(c3ccc(Br)cc3)C2=O)c(C)n1C,-0.7,2.8,4.6,-3.1,4.4,-0.5,-4.6,-1.9
O=C(O)[C@@H]1[C@@H](CO)[C@@H]2Cn3c(cccc3=O)[C@H]1N2C(=O)c1ccccc1,49.8,x,x,x,-0.6,x,-3.2,27.1
CN1C(=O)N(C)C(=O)C2(Cc3cc(NC(=O)c4ccccc4)ccc3N3CCCC32)C1=O (configuration not stated),-4.0,-0.6,9.1,-9.1,5.4,3.5,x,-5.0
O=c1cccc2n1CC1CC2CN(C(c2ccccc2)c2sc3ncnn3c2O)C1 (configuration not stated),-1.6,-13.5,-8.5,x,0.0,6.5,-1.7,17.4
N=C1c2ccccc2CN1NC(=O)c1ccco1,0.9,-0.9,x,-5.7,-6.1,-0.1,5.8,-8.1
